Source: PubChem (several laboratories)
LEDGF integ inh – blocks HIV-1 LEDGF/p75-dependent DNA integration; TR-FRET IN-LEDGF/p75 DNA integration, Eu/Cy5; inhibition, % at 3.7 µM; hit rate 0.64% among 370,000;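 active means inhibition above the screen-wide mean plus 3 SD, cut at about 13% in these data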;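 further: signal is the Cy5 over europium emission ratio at 671 and 618 nm; 0% = plate median of compound wells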
TDP2 absorb – blocks human TDP2 phosphodiesterase activity; O95551; recombinant TDP2, T5PNP hydrolysis, p-nitrophenol absorbance 415 nm; inhibition, % at 12.8 µM; hit rate 0.34% among 370,000;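 active means inhibition above the mean of all tested compounds plus 3 SD, set per campaign, cut at about 25% in these data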;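 further: 0% = DMSO with enzyme and 100% = buffer with substrate but no TDP2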
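Assay system: Recombinant human TDP2 | Quantity: 120 nM TDP2 per well | Incubation: 2 h at 37 °C | Signal: Epi absorbance | Evaluation: Percent inhibition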
HTRA1 inhibitor – HTRA1 (human) protease inhibition. Q92743. recombinant HTRA1, FP-rhodamine activity-based probe, fluorescence polarization. inhibition, % at 5.96 µM. hit rate 0.5% among 340,000. AID 504803; in the data active means inhibition above about 36%;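 further: 0% = enzyme with DMSO and 100% = wells lacking enzyme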
SIAE inh – inhibitors of human sialic acid acetylesterase SIAE | inhibition, % at 9.66 µM | SIAE FP-Rh probe binding, fluorescence polarization | Q9HAT2 | hit rate 0.69% among 370,000;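 active means inhibition above a cutoff: mean of compounds within the control limits plus 3 SD of those, cut at about 17% in these data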;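 further: 0% = plate median of compound wells and 100% = probe without SIAE protein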
ABHD4 inh – inhibits mouse alpha/beta hydrolase domain 4; Q8VD66; purified mABHD4, FP-Rh probe fluorescence polarization; inhibition, % at 8.92 µM; hit rate 0.54% among 370,000; AID 720543;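 active means inhibition exceeding the mean over every tested compound plus 3 SD, cut at about 30% in these data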;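 further: 0% = plate median of compound wells and 100% = S159A mutant with DMSO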
Target sequence (Q8VD66 whole entry, looked up, the tested form may be a part): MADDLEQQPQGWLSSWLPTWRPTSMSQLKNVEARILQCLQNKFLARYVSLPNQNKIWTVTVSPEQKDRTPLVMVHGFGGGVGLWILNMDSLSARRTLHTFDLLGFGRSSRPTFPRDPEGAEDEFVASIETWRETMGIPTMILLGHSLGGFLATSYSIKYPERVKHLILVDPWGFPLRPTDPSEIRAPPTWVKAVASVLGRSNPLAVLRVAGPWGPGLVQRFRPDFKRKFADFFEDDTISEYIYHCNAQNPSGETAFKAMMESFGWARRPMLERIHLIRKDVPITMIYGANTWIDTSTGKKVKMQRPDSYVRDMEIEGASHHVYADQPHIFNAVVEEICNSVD
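Doses – 8.92 µM, single dose · Material – wild-type mouse ABHD4 protein · Replication – single well per compound (singlicate) · Measure – percent inhibition of probe binding, normalized to plate controls · Schedule – 45 min compound pre-incubation plus 60 min probe step, 25 °C · Detection – fluorescence polarization with parallel and perpendicular emission, 525/598 nm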
Rev-erbA mod – Rev-erb alpha (human) modulation. P20393. Rev-erbα–FITC-DNA binding, fluorescence polarization, 90 min. activity, % at 10 µM. hit rate 0.79% among 370,000. AID 1259318;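 active means activity above about 14%, limit read from the data; passing the limit was not always enough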;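 further: 0% = DMSO wells with 35 nM protein and 100% = DMSO wells with 750 nM protein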
Target sequence (P20393 whole entry, looked up): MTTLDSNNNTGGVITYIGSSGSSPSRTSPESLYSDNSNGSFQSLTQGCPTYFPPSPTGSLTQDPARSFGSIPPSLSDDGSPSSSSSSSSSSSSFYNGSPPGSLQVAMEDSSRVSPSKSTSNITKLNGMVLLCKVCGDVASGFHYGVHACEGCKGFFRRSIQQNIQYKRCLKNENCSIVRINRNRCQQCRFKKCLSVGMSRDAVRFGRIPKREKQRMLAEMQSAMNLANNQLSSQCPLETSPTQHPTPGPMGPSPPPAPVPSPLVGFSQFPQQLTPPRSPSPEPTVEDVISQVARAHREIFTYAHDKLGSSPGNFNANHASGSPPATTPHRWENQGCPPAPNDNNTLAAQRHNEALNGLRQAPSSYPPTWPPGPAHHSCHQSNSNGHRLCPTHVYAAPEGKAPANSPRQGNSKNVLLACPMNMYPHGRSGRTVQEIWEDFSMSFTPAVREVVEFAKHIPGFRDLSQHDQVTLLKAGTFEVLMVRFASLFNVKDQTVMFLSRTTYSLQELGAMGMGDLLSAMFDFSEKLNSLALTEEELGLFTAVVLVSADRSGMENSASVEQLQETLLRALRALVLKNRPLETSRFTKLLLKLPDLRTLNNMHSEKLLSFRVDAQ
PG9 binder – small molecules binding HIV-1 gp120 antibody PG9; TR-FRET gp120-PG9 antibody binding; AID 624416; inhibition, % at 6.7 µM; hit rate 0.43% among 360,000; in the data active means inhibition above about 8.5%
TCR-CD3 inh – human TCR-CD3 binding inhibition; hit rate 0.37% among 360,000; TAMRA-labeled TCR probe fluorescence, biochemical; inhibition, % at 9.4 µM; in the data active means inhibition above about 19%;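 further: recombinant mutant TCR 2C K166C tagged with TAMRA read by polarization; 0% = receptor in buffer alone and 100% = receptor with positive control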
rCAG binder – r(CAG) repeat RNA binding | hit rate 1.3% among 370,000 | TO-PRO-1 dye displacement fluorescence | inhibition, % at 3 µM;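 active means inhibition above the plate cutoff, the mean of all test compounds on that plate plus 3 SD, cut at about 35% in these data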;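 further: 0% = DMSO alone and 100% = 100 µM mitoxantrone as full dye displacement; higher means more dye released from RNA so lower well fluorescence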
PRMT1 FP inh – blocks human protein arginine methyltransferase 1. recombinant PRMT1, activity-based probe fluorescence polarization. inhibition, % at 2.79 µM. hit rate 1.3% among 370,000. AID 652257;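 active means inhibition above about 21% made by adding two undisclosed values, limit read from the data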
* hit, by the source's call; . = not tested or not shown. A portion of the library. The share of hits here may be higher or lower than overall.

Preview:
Every second line gives: LEDGF integ inh	TDP2 absorb	HTRA1 inhibitor	SIAE inh	ABHD4 inh	Rev-erbA mod	PG9 binder	TCR-CD3 inh	rCAG binder	PRMT1 FP inh
CC1CC(C)CN(CCCNC(=O)CC2Oc3ccccc3NC2=O)C1 (stereo not given)
 : -5	-1	-1	5	-1	-1	-0.3	-4	3	3
O=C(NCc1cccs1)C(=O)NCC(c1ccco1)N1CCN(c2ccccc2)CC1 (stereo not given)
 : 6	-21	-11	4	-9	0	-1.1	-9	-3	-7
CC(C)(C)n1nnnc1C(c1ccccc1)N1CCN(CCN2CCOCC2)CC1 (stereo not given)
 : 1	-4	.	3	-2	-4	0.1	-2	1	-4

All compounds of this part (from the top)
Every second line gives: LEDGF integ inh	TDP2 absorb	HTRA1 inhibitor	SIAE inh	ABHD4 inh	Rev-erbA mod	PG9 binder	TCR-CD3 inh	rCAG binder	PRMT1 FP inh
CC1CC(C)CN(CCCNC(=O)CC2Oc3ccccc3NC2=O)C1 (stereo not given)
 : -5	-1	-1	5	-1	-1	-0.3	-4	3	3
O=C(NCc1cccs1)C(=O)NCC(c1ccco1)N1CCN(c2ccccc2)CC1 (stereo not given)
 : 6	-21	-11	4	-9	0	-1.1	-9	-3	-7
CC(C)(C)n1nnnc1C(c1ccccc1)N1CCN(CCN2CCOCC2)CC1 (stereo not given)
 : 1	-4	.	3	-2	-4	0.1	-2	1	-4
O=S(=O)(c1ccc2c(c1)OCCO2)N1CCC(n2nnc3cc(F)ccc32)CC1
 : 1	2	-18	4	-3	1	1.2	-2	1	0
Brc1ccc(-c2n(-c3ccccn3)c3ccccc3[n+]2-c2ccccn2)cc1
 : -1	7	-2	10	-4	-8	0.6	-1	2	0
O=C(NCC(=O)N1CCN(S(=O)(=O)c2ccc3c(c2)OCCO3)CC1)c1ccccc1F
 : -3	12	3	1	1	1	-0.3	2	0	2
CCOc1ccccc1NC(=O)C1CCN(C(=O)c2cccs2)CC1
 : -1	10	6	2	1	-1	-1.9	-2	-3	1
CCn1c(NC2CCCCC2)nc2ccccc21
 : -1	5	2	-5	4	2	0.0	3	-5	-4
C=CCNS(=O)(=O)CC12CCC(CC1=O)C2(C)C (stereo not given)
 : -1	1	11	-1	-1	0	-1.3	6	-2	0
CC(=O)N[C@H]1C[C@@H]1c1ccccc1
 : -1	10	-5	-1	4	-1	-1.7	2	0	-1
O=C(CCCCl)Nc1c2c(nn1-c1ccccc1)CSC2
 : 1	9	4	2	4	5	-1.1	6	4	23*
CCOC(=O)/C(=C\Nc1cccc(OCc2ccccc2)c1)NC(=O)c1ccccc1
 : 3	-4	.	5	1	-7	-1.7	-1	4	-2
COc1ccc(C(c2c(C)[nH]n(-c3ccccc3)c2=O)c2c(C)[nH]n(-c3ccccc3)c2=O)cc1OC
 : 26*	88*	20	7	9	1	-1.6	3	15	3
CC(=O)Cn1c(CN2CCN(C(=O)c3ccco3)CC2)nc2c1c(=O)n(C)c(=O)n2C
 : 0	15	3	0	-3	-6	-1.0	2	-1	1
CCOC(=O)c1cc2occc2n1CC(=O)NC1CCC(C)CC1 (stereo not given)
 : 5	6	2	4	7	0	-1.3	-2	-4	2
CCCc1nc2c(nnn2Cc2ccccc2Cl)c(=O)[nH]1
 : -5	0	8	-9	2	-5	-0.2	-5	0	2
CC(C)Oc1ccc(C(=O)N/N=C/c2ccc(-c3ccc(S(=O)(=O)Nc4ncccn4)cc3)o2)cc1
 : 2	9	-25	-12	-10	4	-2.3	3	54*	10
COc1ccc(C(=O)NN=C2CCCC2)cc1
 : -5	-2	3	20*	0	1	0.7	0	0	2
COc1ccc(F)c(CN2CCN(CCc3ccccc3)C(CCO)C2)c1 (stereo not given)
 : -2	5	7	-2	3	-1	-1.1	-8	-10	-1
CCCN1C(=O)/C(=C/c2ccc(OCc3ccc(C(=O)O)cc3)c(OC)c2)NC1=S
 : 8	-4	.	3	7	-1	-6.0	-6	5	-5
Cc1ccc(S(=O)(=O)N2CCN(C(=O)c3cc(S(=O)(=O)N(C)C)ccc3N3CCCC3)CC2)cc1
 : -3	-15	2	2	4	-1	4.2	-5	2	5
COc1cccc(NC(=O)COC(=O)c2nc3nccc(C)n3n2)c1
 : 3	13	2	6	2	1	-1.4	3	4	-4
CNC(=S)Nc1cccc(C(=O)OC)c1
 : -2	-1	.	-2	7	-4	0.7	11	-1	-5
CCOc1ccc(CCN2C(=S)N([C@@H](Cc3ccc(O)cc3)CN3CCC[C@@H]3CN3C(=S)NC[C@@H]3Cc3ccc(O)cc3)C[C@@H]2Cc2ccc(O)cc2)cc1
 : -3	-2	.	-19	-16	1	-0.7	0	12	-4
CC(=O)Nc1ccc(NC(=O)c2cccc(C(=O)OC(C)C)n2)cc1
 : 1	4	-3	1	-10	1	-1.1	-4	-5	-3
CN(C)c1ccc(S(=O)(=O)N(C)C)cc1NC(=O)Cc1cccc2ccccc12
 : -1	3	-16	5	-14	2	1.3	5	8	3
COc1ccc(C)cc1Nc1n[n+](C)c(-c2ccc(O)cc2O)s1
 : 1	7	3	3	8	9	-1.6	6	6	1
CC(C)N(C(=O)C(F)(F)F)C(C(=O)NC1CCCCC1)c1ccncc1 (stereo not given)
 : 0	1	2	-4	-7	2	0.0	1	-6	-2
Cc1cc(C)nc(SCc2nnc(SCC(=O)O)n2-c2ccccc2)n1
 : 5	-19	4	2	-5	6	-0.8	-2	2	-2
CC(=O)Nc1cc(-c2cccc(F)c2)cn2c(-c3ccc(S(C)(=O)=O)cc3)cnc12
 : 2	4	.	-8	-4	5	-0.9	-5	10	-1
COC(=O)CCC[C@H](C)[C@@H](NS(=O)(=O)c1ccc(C)cc1)C(C)(C)C
 : 40*	-3	.	-2	4	-2	0.9	-5	-2	6
CCc1cc2cccc(C)c2nc1SCC(=O)NC1CCCC1
 : 3	6	-3	5	-6	21*	2.7	-1	-6	-3
Cc1ccc(S(=O)(=O)NCC(=O)OCCOc2ccc(Br)cc2)cc1
 : -1	11	-14	5	4	1	2.7	-10	0	0
Cc1ccnc(NC(=O)CCC(=O)N(CC(=O)NC(C)(C)C)Cc2ccc3c(c2)OCO3)c1
 : -2	6	-3	1	3	2	2.9	-6	-8	6
CCN(CC)CCN1C(=O)C(=O)/C(=C(/O)c2ccc(S(=O)(=O)N3CCOCC3)cc2)C1c1ccc(C)cc1 (stereo not given)
 : 3	6	-2	-3	0	3	0.4	-1	6	1
O=C(O)c1ccc(OCCn2ccnc2)cc1
 : -3	-6	4	-3	4	-1	-2.4	-7	0	3
O=C(CSc1n[nH]c(=O)n1Cc1ccco1)c1ccc2c(c1)OCCO2
 : 4	0	-4	7	-9	-4	-0.8	5	0	-5
COc1ccc([C@H]2CC(=O)C=C(c3ccccc3OC)C2)cc1OC
 : 2	-2	-5	2	0	5	0.7	9	-4	-1
O=c1c(Cl)c(O)c2cccc3c4ccccc4n1c23
 : 0	14	-6	6	12	-11	-1.3	10	20	8
Cc1ccn2cc(-c3ccc(Br)cc3)nc2c1
 : 7	-7	-7	17*	3	-2	-0.9	7	-2	-1

Profiles, looked up by structure:
Cc1ccnc(NC(=O)CCC(=O)N(CC(=O)NC(C)(C)C)Cc2ccc3c(c2)OCO3)c1 across the screens: LEDGF integ inh: -2; TDP2 absorb: 6; HTRA1 inhibitor: -3; SIAE inh: 1; ABHD4 inh: 3; Rev-erbA mod: 2; PG9 binder: 2.9; TCR-CD3 inh: -6; rCAG binder: -8; PRMT1 FP inh: 6
COc1cccc(NC(=O)COC(=O)c2nc3nccc(C)n3n2)c1 across the screens: LEDGF integ inh: 3; TDP2 absorb: 13; HTRA1 inhibitor: 2; SIAE inh: 6; ABHD4 inh: 2; Rev-erbA mod: 1; PG9 binder: -1.4; TCR-CD3 inh: 3; rCAG binder: 4; PRMT1 FP inh: -4
COC(=O)CCC[C@H](C)[C@@H](NS(=O)(=O)c1ccc(C)cc1)C(C)(C)C across the screens: LEDGF integ inh: 40*; TDP2 absorb: -3; HTRA1 inhibitor: .; SIAE inh: -2; ABHD4 inh: 4; Rev-erbA mod: -2; PG9 binder: 0.9; TCR-CD3 inh: -5; rCAG binder: -2; PRMT1 FP inh: 6

The list goes on.
Every second line gives: LEDGF integ inh	TDP2 absorb	HTRA1 inhibitor	SIAE inh	ABHD4 inh	Rev-erbA mod	PG9 binder	TCR-CD3 inh	rCAG binder	PRMT1 FP inh
Cc1ccc(S(=O)(=O)NN=C2CC3CC2C2CCCC32)cc1 (stereo not given)
 : 6	0	-5	7	3	-4	1.3	-2	3	4
CC(C)c1onc(C(=O)Nc2cccc(Cl)c2)c1[N+](=O)[O-]
 : -6	-12	-11	-3	-6	-1	-1.9	2	2	3
CCOC(=O)[C@@]12CCCC=C1N(CCc1ccc(Cl)cc1)C(=O)[C@H]2CC(=O)N1CCCCC1
 : 6	-7	.	7	7	2	.	.	3	-5
CCN1C(=O)/C(=C/c2nc3ccccc3c(=O)n2-c2ccc(C)cc2)c2ccccc21
 : -2	1	6	9	4	-4	-1.1	-3	1	0
Cc1nn(C)c(C(=O)N/N=C/c2cccnc2)c1Br
 : 1	-5	3	4	2	-9	-1.6	8	-2	0
Cc1cc2nc(-c3ccc(F)cc3)c(Cc3ccccc3)n2c(C)c1Br
 : 1	-4	.	-5	-5	12	-2.3	3	4	1
CCC(C)c1ccc(OCCn2cc(/C=N/NC(=O)CSc3nnc(C)s3)c3ccccc32)cc1 (stereo not given)
 : 1	-1	-42	-6	3	-3	0.2	0	20	1
Nn1c(SCC(=O)N2CCCCCC2)nnc1-c1ccncc1
 : 26*	5	4	3	6	0	2.4	6	1	-2
Cc1ccc(NC(=O)COC(=O)C2COc3ccccc3O2)cc1 (stereo not given)
 : 0	12	2	-8	4	-2	0.3	1	-3	1
CCCCC(=O)Nc1ccc(C(=O)NCCc2ccc(S(N)(=O)=O)cc2)cc1
 : 0	-9	-1	-14	-6	1	-2.1	2	-3	-4
COc1ccc(NC(=O)CN2C(=O)C(c3ccccc3)=NC23CCCCCC3)cc1OC
 : 5	-6	2	-3	7	-1	-1.1	3	-2	1

Two compounds drawn at random from those above, as already listed:
Every second line gives: LEDGF integ inh	TDP2 absorb	HTRA1 inhibitor	SIAE inh	ABHD4 inh	Rev-erbA mod	PG9 binder	TCR-CD3 inh	rCAG binder	PRMT1 FP inh
Nn1c(SCC(=O)N2CCCCCC2)nnc1-c1ccncc1
 : 26*	5	4	3	6	0	2.4	6	1	-2
Cc1cc2nc(-c3ccc(F)cc3)c(Cc3ccccc3)n2c(C)c1Br
 : 1	-4	.	-5	-5	12	-2.3	3	4	1
